# VLA-4 inh: inhibition in human VLA-4 binding assay, primary screen, VLA-4 allosteric modulator project, MLPCN library, flow cytometry, VLA-4 expressing cells | 330,000 tested, 0.2% active | inhibition, % (about 7 µM as worked out from the volumes in the protocol) | Integrin alpha-4 (Homo sapiens), P13612 | AID 2557, 2010 | ligand binding flow cytometry; in the data active = inhibition above about 50%
# PME-1 inh: PME-1 inhibitors via competitive probe labeling, primary screen, biochemical, fluorescence polarization, FP-Rh probe, HTS; recombinant PME-1; inhibition, % at 5.9 µM; 320,000 tested, 0.53% active; AID 2130, 2009;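 active = inhibition above the campaign mean of all compounds plus 3 SD, cut at about 26% in these data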;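 also: competitive labeling of PME-1 active site by serine hydrolase directed probe; 0% = PME-1 with DMSO and 100% = wells lacking PME-1 enzyme; inhibitors block probe labeling so polarization falls and inhibition rises; many of its hits are not listed in these tables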
# Target sequence (Q9Y570 whole entry, looked up): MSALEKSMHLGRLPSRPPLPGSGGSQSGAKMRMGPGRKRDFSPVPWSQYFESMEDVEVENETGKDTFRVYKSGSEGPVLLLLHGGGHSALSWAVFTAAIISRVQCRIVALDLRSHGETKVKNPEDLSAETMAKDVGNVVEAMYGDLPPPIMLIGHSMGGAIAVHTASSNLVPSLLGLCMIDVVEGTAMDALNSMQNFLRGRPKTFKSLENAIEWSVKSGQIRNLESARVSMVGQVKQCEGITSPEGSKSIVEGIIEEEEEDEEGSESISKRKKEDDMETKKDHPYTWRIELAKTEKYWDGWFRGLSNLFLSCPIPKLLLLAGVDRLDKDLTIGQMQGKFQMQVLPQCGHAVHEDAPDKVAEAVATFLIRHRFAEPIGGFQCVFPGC
# Efflux pump inh: inhibitors of Candida efflux pumps in yeast, primary screen, S. cerevisiae, Nile Red, multiplex. 330,000 tested, 0.44% active. inhibition, % at 10 µM. S. cerevisiae Candida pump triplex;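 active = plate passing quality check with inhibition over a set limit, or well fluorescence over plate mean plus 4 SD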;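 also: Nile Red retained in pooled yeast measured as flow cytometry median fluorescence; 0% = buffer negative control and 100% = Enniatin B positive control; higher means more Nile Red kept so more efflux inhibition; some compounds called inactive have numbers as strong as hits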
# MEX-5 binding: MEX-5 zinc finger RNA-binding disruptors – biochemical, C. elegans, fluorescence polarization, MLPCN library, primary screen; Zinc finger protein mex-5 (Caenorhabditis elegans), Q9XUB2; MEX-5/FITC-TCR2 RNA binding; active compounds read low; activity score (negative = inhibition of binding), % at 10 µM; 300,000 tested, 0.38% active;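 active = inhibition past about -25% in most replicates, and total fluorescence under double the plate's negative control median, limit read from the data; inconclusive = replicates evenly split on the limit, or fluorescence at least double controls; inactive = too little inhibition in most replicates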;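 also: 0% = DMSO and -100% = 5 µM competing unlabeled TCR2 RNA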
# Bcl-xL primary: inhibitors of human Bcl-xL, primary screen, biochemical, fluorescence polarization, HTS | AID 2129, 2009 | inhibition, % at 10.9 µM | GST-Bcl-xL / FITC-Bim BH3 peptide fluorescence polarization | 320,000 tested, 0.7% active | Bcl-2-like protein 1 (Homo sapiens), Q07817;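 active = inhibition above the mean of all tested compounds plus 3 SD, cutoff set per campaign, cut at about 30% in these data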;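 also: 0% = DMSO wells and 100% = unlabeled Bim-BH3 peptide competitor; inhibitors lower millipolarization by displacing the labeled peptide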
# Target sequence (Q07817 whole entry, looked up): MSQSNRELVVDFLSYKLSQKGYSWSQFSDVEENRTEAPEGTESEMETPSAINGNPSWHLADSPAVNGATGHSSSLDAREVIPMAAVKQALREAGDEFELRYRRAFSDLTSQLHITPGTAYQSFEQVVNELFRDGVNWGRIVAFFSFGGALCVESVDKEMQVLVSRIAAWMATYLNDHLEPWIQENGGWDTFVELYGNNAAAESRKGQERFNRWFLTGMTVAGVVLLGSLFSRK
# MCL1-BIM inh: inhibitors of MCL1 binding to BIM-BH3, primary screen, biochemical, fluorescence polarization; Induced myeloid leukemia cell differentiation protein Mcl-1 (Homo sapiens), Q07820; GST-MCL1 / FITC-Bim-BH3 fluorescence polarization; inhibition, % at 10.9 µM; 320,000 tested, 0.68% active; AID 2057, 2009;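 active = inhibition above the mean inhibition of all tested compounds plus 3 SD, set per campaign, cut at about 40% in these data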;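 also: 0% = DMSO wells and 100% = unlabeled Bim-BH3 peptide control; higher means more loss of mP so more displacement of Bim peptide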
# Target sequence (Q07820 whole entry, looked up): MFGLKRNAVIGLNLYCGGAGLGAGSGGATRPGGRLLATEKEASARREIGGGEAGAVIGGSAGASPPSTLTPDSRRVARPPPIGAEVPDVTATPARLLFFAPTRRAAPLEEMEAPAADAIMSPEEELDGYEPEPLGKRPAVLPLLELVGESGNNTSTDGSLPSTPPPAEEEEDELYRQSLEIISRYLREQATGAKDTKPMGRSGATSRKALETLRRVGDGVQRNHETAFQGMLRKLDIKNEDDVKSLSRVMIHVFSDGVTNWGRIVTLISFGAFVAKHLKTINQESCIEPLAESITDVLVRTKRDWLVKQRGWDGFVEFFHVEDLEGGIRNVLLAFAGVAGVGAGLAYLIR
# GLD-1 TGE inh: GLD-1/TGE RNA complex disruptors, primary screen, biochemical, fluorescence polarization; Female germline-specific tumor suppressor gld-1 (Caenorhabditis elegans), Q17339; purified GLD-1 + fluorescein TGE RNA; inhibition, % at 5.96 µM; 320,000 tested, 0.44% active; AID 2280, 2010;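 active = percent inhibition above a per-plate cutoff, the plate mean of test compounds plus 3 SD, cut at about 30% in these data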;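 also: 0% = DMSO wells with GLD-1 and probe and 100% = wells lacking GLD-1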
# GRK2 inh: compounds blocking aptamer binding on GRK2 – biochemical, human GRK2, bead flow cytometry, HTS, primary screen; Beta-adrenergic receptor kinase 1 (Homo sapiens), P25098; FAM-aptamer displacement from GRK2; inhibition of aptamer binding, % at 10 µM; 330,000 tested, 0.59% active;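 active = inhibition of aptamer binding above 40%, roughly 3 SD of noise, on plates passing a quality check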;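 also: median bead fluorescence of bound FAM aptamer so fluorescent compounds give negative values; no value below 0 was filed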
# Fam108B counter: mouse Fam108B serine hydrolase inhibitors, primary screen, counter-screen for RBBP9 inhibitor project, biochemical, fluorescence polarization; AID 1947, 2009; recombinant Fam108B, FP-Rh probe fluorescence polarization; 300,000 tested, 0.33% active; inhibition, % at 9.51 µM;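 active = inhibition above the screen mean inhibition plus 3 SD, computed separately per campaign, cut at about 18% in these data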;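 also: inhibitors lower polarization as less probe binds the enzyme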
# * = called active by the depositor; ? = inconclusive; . = no result given. The list is partial; count on the stated rates, not on these rows.
# Values in the order: PME-1 inh	Efflux pump inh	GLD-1 TGE inh	MCL1-BIM inh	VLA-4 inh	Bcl-xL primary	MEX-5 binding	Fam108B counter	GRK2 inh
- Cc1ccc(C(=O)COC(=O)CCCC(=O)NC2CCCCC2)cc1[N+](=O)[O-]
 : 2	0.1	-16	-1	-4	1	2.5	4	0
- O=C(Nc1cc(Cl)ccc1N1CCCC1)C1=COCCO1
 : -2	0.1	9	4	-1	9	.	.	0
- COc1ccc(CNC(=O)CSCc2cnn(-c3ccccc3)c2-n2cccc2)cc1
 : 1	0.1	-4	-3	1	0	3.0	-1	0
- COc1ccc(CNC(=O)CC(C)CC2=NS(=O)(=O)c3ccccc3N2)cc1 (stereo not drawn)
 : 6	0.0	1	1	2	1	0.1	1	0
- CC(C)(C)C(=O)O/N=C1/C(=O)N(c2ccccc2)c2ccccc21
 : -10	-0.3	-11	2	-6	2	4.7	1	0
- COc1ccc(-n2c(Cc3cc(=O)[nH]c(=O)[nH]3)nnc2SCc2ccccc2)cc1
 : 1	-0.2	13	11	51*	10	1.9	4	0
- CC(C)(C)c1ccc(/C=N/N2C(=O)CSC2=S)cc1
 : -9	0.0	-6	10	5	5	-1.1	-1	0
- Cc1ccc(Cl)cc1NC(=O)CN1C(=O)COc2ccc(S(=O)(=O)N3CCOCC3)cc21
 : 0	-0.1	3	4	-7	-1	1.7	0	0
- Cc1ccc(Cn2c(=N)c(C(=O)NCC3CCCO3)cc3c(=O)n4ccccc4nc32)cc1 (stereo not drawn)
 : -5	-0.1	-5	6	-6	9	?	1	2
- Cc1ccc(C)n1NC(=O)c1ccccc1Cl
 : 4	0.2	4	1	2	-1	1.1	-3	0
- Cc1nc([N+](=O)[O-])cn1-c1ccc(N)cc1
 : 2	0.3	3	-5	-8	-2	-1.0	-3	3
- O=C(Cn1cnc2cc([N+](=O)[O-])ccc2c1=O)NCc1ccccc1
 : 0	0.0	3	11	6	10	-4.4	-1	2
- O=C(CCNC(=O)c1ccc(Br)cc1)NCc1ccco1
 : -4	0.1	0	-1	-7	2	0.4	4	1
- CCC(Sc1nc(=O)cc(N)n1-c1ccccc1)C(=O)Nc1cc(C)on1 (stereo not drawn)
 : 3	0.0	1	3	39	3	-0.7	-2	0
- O=C(c1cccc(F)c1)N1CCN(C(=O)c2cc3ncc(Br)cn3n2)CC1
 : 2	14*	6	6	10	3	-2.1	-2	7

# One compound at a time, as listed above. Values in the order: PME-1 inh, Efflux pump inh, GLD-1 TGE inh, MCL1-BIM inh, VLA-4 inh, Bcl-xL primary, MEX-5 binding, Fam108B counter, GRK2 inh
# O=C(CCNC(=O)c1ccc(Br)cc1)NCc1ccco1 is listed with -4, 0.1, 0, -1, -7, 2, 0.4, 4, 1
# O=C(Cn1cnc2cc([N+](=O)[O-])ccc2c1=O)NCc1ccccc1 is listed with 0, 0.0, 3, 11, 6, 10, -4.4, -1, 2
# Cc1ccc(C)n1NC(=O)c1ccccc1Cl is listed with 4, 0.2, 4, 1, 2, -1, 1.1, -3, 0

# The listing picks up with the two entries that preceded the break.
# Values in the order: PME-1 inh	Efflux pump inh	GLD-1 TGE inh	MCL1-BIM inh	VLA-4 inh	Bcl-xL primary	MEX-5 binding	Fam108B counter	GRK2 inh
- CCC(Sc1nc(=O)cc(N)n1-c1ccccc1)C(=O)Nc1cc(C)on1 (stereo not drawn)
 : 3	0.0	1	3	39	3	-0.7	-2	0
- O=C(c1cccc(F)c1)N1CCN(C(=O)c2cc3ncc(Br)cn3n2)CC1
 : 2	14*	6	6	10	3	-2.1	-2	7
- Cc1cc(-n2c(=O)c(C#N)cc3c(=O)n4cccc(C)c4nc32)no1
 : -6	0.1	12	4	16	3	-2.6	-4	3
- Clc1ccc(-c2nnc(C3CC3)o2)cc1
 : 2	-0.1	6	3	2	1	3.0	1	0
- CC(C)[C@H](NC(=O)c1ccccc1F)C(=O)NC1CCCCC1
 : .	-0.1	3	.	16	.	.	.	0
- O=C(CC(Nc1ccc(F)cc1)C(=O)OCC(=O)c1cccs1)c1ccccc1 (stereo not drawn)
 : 4	0.0	3	10	30	9	2.7	-2	0
- COc1cc(/C=C/C(=O)OCC(=O)NCC2CCCO2)ccc1OCC#N (stereo not drawn)
 : 4	6.5*	0	-9	6	3	-0.5	2	0
- Clc1ccc(NNc2ccnc3cc(Cl)ccc23)cc1
 : -2	-0.1	4	8	-11	-1	-1.6	2	0
- CCCNC(=O)c1nn2cc(Br)cnc2c1Cl
 : 3	0.0	2	7	9	2	-2.0	4	3
- CCNC(=O)c1ccc(OCC(=O)Nc2ccc(F)cc2)c(OC)c1
 : -4	-0.3	8	-21	2	-5	-1.1	-1	0
- CNC(=O)c1csc(-c2ccccc2)n1
 : 3	-0.2	1	8	0	4	0.4	8	0
- CCOC(=O)c1nnn(-c2ccc([N+](=O)[O-])cc2)c1C
 : 1	0.0	3	-2	4	6	0.3	0	0
- COc1ccc(S(=O)(=O)Nc2cc3c4c(c2)CC(=O)N4CCC3)cc1
 : 6	-0.2	0	5	-25	7	-0.1	7	0
- CN1C(C(=O)NCc2ccco2)CC2Cn3c(nc4cc(Cl)c(Cl)cc43)C21 (stereo not drawn)
 : 0	-0.2	6	8	-8	11	2.1	4	0
- Cc1cc(N)n(-c2ccc(C(=O)O)cc2)n1
 : -4	-0.2	9	-7	9	-2	-1.8	2	3
- CCOc1ccc(NC(=O)c2ccc(NC(=O)c3cn4c5c(c(N6CCN(C)CC6)c(F)cc5c3=O)OCC4C)cc2)cc1 (stereo not drawn)
 : -1	-0.2	-3	-14	-7	-4	0.4	4	0
- COc1ccccc1N1CCN(CCCNC(=O)Cn2ncc3c([nH]c4ccccc43)c2=O)CC1
 : -2	0.2	3	4	4	1	-0.2	-1	0

# 3 compounds already listed, sorted by the number in Bcl-xL primary, largest number first:
Molecule	Bcl-xL primary
O=C(CC(Nc1ccc(F)cc1)C(=O)OCC(=O)c1cccs1)c1ccccc1 (stereo not drawn)	9
CCCNC(=O)c1nn2cc(Br)cnc2c1Cl	2
Clc1ccc(-c2nnc(C3CC3)o2)cc1	1

# Other results.
# Values in the order: PME-1 inh	Efflux pump inh	GLD-1 TGE inh	MCL1-BIM inh	VLA-4 inh	Bcl-xL primary	MEX-5 binding	Fam108B counter	GRK2 inh
- COCC(=O)NC1CCN(CC(=O)Nc2ccc(OC)cc2[N+](=O)[O-])CC1
 : 1	0.1	-4	7	-2	2	-5.4	0	1
- COc1ccc(C2CC(O)(C(C)(C)O)NO2)cc1 (stereo not drawn)
 : 3	-0.1	4	-4	3	0	-1.0	2	0
- COc1ccc(C2(O)CCN(CCCCOc3ccccc3)CC2)cc1
 : -12	0.3	1	-8	-5	-6	-0.9	-1	0
- COc1ccc(NC(=O)CSCC(=O)OCc2cccc(OC)c2OC)cc1
 : 2	0.1	8	-8	6	-4	0.9	1	1
- O=C(NCCCN1CCOCC1)c1ccc(NS(=O)(=O)c2ccccc2)cc1
 : 1	0.2	3	8	-12	4	0.4	-6	2
- COc1cccc(F)c1C(=O)NC(=O)Nc1ccc2nc(C)oc2c1
 : -1	-0.1	91*	119*	27	119*	-31*	1	2
- O=C1CCCN1c1cccc(Br)c1
 : -3	-0.1	3	12	-3	8	-3.6	3	2
- CC(C)(C)OC(=O)[C@H](CCCCN)NC(=O)c1nc[nH]c1C(=O)NCCCCCN
 : 1	0.0	5	9	14	0	-2.3	-4	4
- O=C(NCCc1ccccc1)C(=Cc1ccc(C(=O)O)cc1)C(=O)NCCc1ccccc1
 : 3	-0.1	-2	13	6	7	1.4	-2	3
- O=C1CC(C2CCCO2)C(=O)N1c1ccccc1 (stereo not drawn)
 : -2	0.0	5	2	0	2	0.2	-2	7
- COc1ccc(CNC(=O)C2CCN(c3nc(-c4ccccc4)nc4c3CCC4)CC2)cc1
 : -2	0.0	6	12	-2	3	0.7	-5	0
- Cc1c(C(=O)Nc2ccccn2)sc2nc3n(c(=O)c12)CCC3
 : 4	-0.1	-4	2	8	1	0.7	3	0
- CCCCCOC(=O)C1=C(C)NC(=O)NC1c1ccccc1 (stereo not drawn)
 : .	0.2	.	.	5	.	-0.8	.	5
- CCOC(=O)CS(=O)(=O)CC(=O)Nc1ccc([N+](=O)[O-])cc1OC
 : 1	-0.1	8	3	3	5	2.4	-4	0
- C[C@H]1NC(=O)[C@@]2(C)[C@@H](c3ccccc3)[C@H]3COc4ccccc4[C@@H]3N2C1=O
 : 5	0.0	7	1	5	3	.	.	0
- COC(=O)c1ccccc1NC(=O)N1CCN(C/C=C/c2ccccc2)CC1
 : -2	0.4	-1	-16	19	-12	-0.3	-8	6
- C#CCN(CC=C)C(=O)CCc1nnc(COc2ccccc2)o1
 : 6	-0.1	5	1	4	3	-1.4	-2	0
- OCCN1CCN(c2ncnc3ccc(Br)cc23)CC1
 : -2	0.1	2	-2	-17	3	1.4	-4	0
- CC(Oc1ccc(S(=O)(=O)N2CCCC2)cc1[N+](=O)[O-])C(=O)NC1(C#N)CCCCC1 (stereo not drawn)
 : 5	0.8	-2	-9	10	-7	.	.	0
- CCn1c(COc2ccccc2C)nnc1SCC(=O)CC(=O)Nc1ccccc1
 : 0	0.0	6	-4	-2	-6	-2.5	2	0
- CCc1nn(CC(=O)N2CCCCCC2)c(=O)c2cc3ccccc3n12
 : 2	0.1	-5	-3	7	-2	-1.0	-1	0
- Cc1ccc(Cl)cc1N1CCN(S(=O)(=O)c2ccc3c(c2)NC(=O)C(C)C(=O)N3)CC1 (stereo not drawn)
 : -12	-0.1	9	2	-2	1	2.4	-16	3
- CCCc1nnc(NC(=O)CCC(=O)N2CCN(S(=O)(=O)c3ccc(OC)cc3)CC2)s1
 : 24	0.1	8	2	14	8	2.0	5	4
- Cc1csc2c(N3CCN(C(=O)Nc4ccc(OC(F)(F)F)cc4)CC3)ncnc12
 : -15	-0.1	0	-8	2	-1	-2.0	-7	0
- O=C(c1cc2c(F)cccc2s1)N1CCCC1
 : 4	0.0	4	11	16	6	-0.9	-3	2
- FC(F)(F)c1cccc(Nc2nc(N3CCOCC3)nc(N3CCOCC3)n2)c1
 : -7	0.0	4	1	16	3	-1.5	0	0
- Cc1cnn(-c2ccc3nnc(-c4ccc(Cl)cc4)n3n2)c1
 : -1	-0.1	1	-2	-3	-2	0.8	-5	0
- O=C(Cc1cccs1)NCc1cccs1
 : 1	0.0	-2	8	2	5	-1.2	0	0
- CCCCc1cc(=O)oc2cc(OCC(=O)N[C@@H](Cc3ccccc3)C(=O)O)ccc12
 : 2	0.5	4	1	6	-1	-2.7	0	5
- COCCNC(=O)CN1C(=O)COc2ccc(Cl)cc21
 : -3	0.1	7	3	0	0	-0.9	1	4
